cardiac RTF act: increases calcium sensitivity of human cardiac regulated thin filaments | AID 493008 | 340,000 tested, 0.24% active | activation, % at 7.2 µM | IANBD-labeled TnC RTF fluorescence at EC20 calcium; 0% EC20 calcium, 100% full calcium | P19429+P45379;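 active = activation above the mean over all tested compounds plus 3 SD, cut at about 30% in these data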;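 also: rise in fluorescence read as greater calcium sensitivity of cardiac thin filaments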
C-LANA FP: KSHV C-LANA DNA binding inhibition | MBP-C-LANA/FAM-LBS DNA binding, fluorescence polarization | 340,000 tested, 0.078% active | inhibition, % at 9 µM;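 active = highest replicate inhibition at or above 60% at 9 µM, even if other replicates fall short; inactive = all replicates below 60% inhibition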;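 also: 0% = neutral control wells and 100% = 4 µM acridine orange control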
Rtt109 HAT inh: C. albicans Rtt109 histone acetyltransferase inhibition. purified Rtt109/Vps75, ThioGlo CoA-SH fluorescence, 4 h. inhibition, % at 34.9 µM. 330,000 tested, 0.16% active. AID 540336;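 active = inhibition of at least 50% in every replicate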
CDK5 p35 inh: blocks human CDK5/p35 kinase activity; Recombinant CDK5/p35, ADP-Glo luminescence, 60 min; inhibition, % at 10 µM; 330,000 tested, 0.01% active;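 active = highest replicate inhibition of at least 50% and at least 75% of replicates reaching 50%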;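 also: plate controls were DMSO neutral control for no effect and GW8510 at 10 µM for full effect; many of its hits are not listed in these tables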
Cardiac RTF inh: cardiac RTF calcium desensitization. P19429+P45379. 340,000 tested, 0.12% active. inhibition, % at 7.15 µM. IANBD-labeled cardiac RTF, Ca2+ fluorescence;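 active = inhibition above the mean inhibition of all tested compounds plus 3 SD, cut at about 17% in these data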;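 also: assay run at fixed EC70 calcium of 1.6 mM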
Keap1 Nrf2 FP: inhibitors of human Keap1-Nrf2 protein-protein interaction; Q14145; Keap1 Kelch-Nrf2 peptide fluorescence polarization, 1536-well; inhibition, % at 9.4 µM; 340,000 tested, 0.15% active; in the data active = inhibition above about 12%;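 also: human Keap1 Kelch domain with fluorescein labeled Nrf2 9mer peptide probe; 0% = neutral control wells and 100% = peptide positive control; higher means more block of Keap1 binding to Nrf2 peptide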
Target sequence (Q14145 whole entry, looked up, the tested form may be a part): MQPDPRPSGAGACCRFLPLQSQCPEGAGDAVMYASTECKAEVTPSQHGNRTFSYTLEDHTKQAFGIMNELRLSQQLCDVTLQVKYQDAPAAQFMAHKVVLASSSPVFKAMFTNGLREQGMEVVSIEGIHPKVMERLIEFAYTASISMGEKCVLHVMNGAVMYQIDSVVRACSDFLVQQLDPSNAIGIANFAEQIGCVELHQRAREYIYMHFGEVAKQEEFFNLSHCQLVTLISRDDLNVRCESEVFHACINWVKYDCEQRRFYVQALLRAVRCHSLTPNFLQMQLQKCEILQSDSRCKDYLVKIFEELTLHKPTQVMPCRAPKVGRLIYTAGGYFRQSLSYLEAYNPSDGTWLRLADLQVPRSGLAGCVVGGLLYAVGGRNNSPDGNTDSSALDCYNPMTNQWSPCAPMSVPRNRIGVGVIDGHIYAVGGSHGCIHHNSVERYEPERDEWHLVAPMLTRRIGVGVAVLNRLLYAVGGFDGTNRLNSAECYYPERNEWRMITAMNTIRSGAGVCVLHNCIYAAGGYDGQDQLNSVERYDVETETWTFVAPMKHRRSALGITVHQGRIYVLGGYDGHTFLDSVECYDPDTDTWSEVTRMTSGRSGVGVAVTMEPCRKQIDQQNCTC
PvdQ acylase: blocks Pseudomonas aeruginosa PvdQ acylase activity. purified PvdQ acylase, fluorescence plate reader. 340,000 tested, 0.063% active. inhibition, % at 10 µM; in the data active = inhibition above about 30%, passing the limit was not always enough;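 also: 0% = vehicle neutral wells and 100% = reference inhibitor wells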
PfHsp90 yeast 2: reduces growth (ATP signal) of yeast expressing P. falciparum Hsp90; S. cerevisiae expressing PfHsp90, BacTiter-Glo ATP, 48 h; yeast lacking PDR1 and PDR3 efflux regulators; inhibition, % at 9.4 µM; 310,000 tested, 0.32% active;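 active = every replicate shows inhibition above about 80%, whatever the replicate mean, limit read from the data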;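 also: 0% = DMSO neutral controls and 100% = 20 µM radicicol positive controls; yeast relying on Plasmodium falciparum Hsp90 in place of its own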
SUMO Mot1 rescue: SUMOylation pathway inhibition by Mot1-301 growth rescue; growth rescue, % at 18.8 µM; S. cerevisiae Mot1-301 growth rescue, ATP luminescence, 38.5C; percent above DMSO median, 100 means doubled; 320,000 tested, 1% active;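 active = every valid replicate shows activation above 250% relative to neutral control wells; inactive = the rest, any valid replicate at or below 250%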;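 also: OY570 slx delta 5 strain wells were the positive control but not used for scaling; some compounds called inactive have numbers as strong as hits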
NSD2 HMT inh: inhibitors of human histone methyltransferase NSD2; 310,000 tested, 0.54% active; inhibition, % at 12.5 µM; O96028; NSD2 peptide methylation, AlphaScreen, 120 min; AID 743445; in the data active = inhibition above about 50%
dFosB activator: mouse delta FosB homodimer activation. P13346. 340,000 tested, 0.99% active. purified delta FosB, TAMRA-CDK5 oligo fluorescence polarization; percent of positive-control signal above neutral wells. AID 493131. activation, % at 25 µM;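 active = mean activation above about 17%, with every replicate also reaching it, limit read from the data, passing the limit was not always enough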;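 also: fluorescence polarization rise as delta FosB binds a TAMRA Cdk5 AP-1 oligo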
Target sequence (P13346 whole entry, looked up): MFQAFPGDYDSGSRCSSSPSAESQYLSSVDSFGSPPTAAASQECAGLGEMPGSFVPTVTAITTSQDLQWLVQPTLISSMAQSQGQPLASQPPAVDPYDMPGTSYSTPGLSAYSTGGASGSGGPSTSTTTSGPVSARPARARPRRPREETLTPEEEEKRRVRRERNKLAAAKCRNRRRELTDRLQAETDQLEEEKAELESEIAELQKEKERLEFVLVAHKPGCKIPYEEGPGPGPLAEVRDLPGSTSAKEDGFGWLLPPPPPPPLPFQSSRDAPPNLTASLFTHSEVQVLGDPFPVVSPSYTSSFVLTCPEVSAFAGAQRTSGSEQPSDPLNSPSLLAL
Numbers without * were called inactive; / = not tested or not shown; & = joins results of further samples.

Values in the order: cardiac RTF act	C-LANA FP	Rtt109 HAT inh	CDK5 p35 inh	Cardiac RTF inh	Keap1 Nrf2 FP	PvdQ acylase	PfHsp90 yeast 2	SUMO Mot1 rescue	NSD2 HMT inh	dFosB activator
> Cc1[nH]nc(N)c1-c1ccc(Cl)cc1
  1.1	-0.3	-10.8	-1.9	-8.4	-4.0	-16.0	/	287.1*	-2.8	0.0
> COc1ccc(OC(C)C(=O)Nc2ccc(F)cc2F)cc1 (configuration not stated)
  2.9	1.6	1.5	0.5	-1.7	-0.2	-5.5	-40.8	225.3	-5.6	-14.1
> CCC(C)(C)n1nnnc1C(c1ccc2ncccc2c1)N1CCN(Cc2ccc3c(c2)OCO3)CC1 (configuration not stated)
  3.4	-1.6	30.5	4.2	-10.1	0.9	8.2	2.8	4.3	6.7	-15.0
> O=S(=O)(Nc1ccc(-c2csc(-c3ccccc3)n2)cc1)c1ccc(F)cc1
  -7.0	0.3	-4.8	-0.9	-1.2	-3.4	-2.2	/	31.2	4.5	-2.2
> CCOc1ccc(NC(=O)CSC2=C(C#N)C(c3ccc4c(c3)OCO4)CC(=O)N2)cc1 (configuration not stated)
  -4.3	2.2	3.2	0.3	-6.3	-1.8	5.7	0.1	/	7.1	-3.4
> COc1ccc(-c2nc3ccccc3c(=O)[nH]2)cc1
  5.7	0.6	-6.4	2.3	-0.3	-1.6	-5.5	-3.4	-8.4	-0.4	-13.5
> N#CCC1c2ccccc2CCN1C(=O)Nc1cccc(C(F)(F)F)c1 (configuration not stated)
  -5.6	1.4	12.3	-2.0	-0.8	0.5	-4.7	/	-10.5	-3.0	8.4
> CC(C)(C)NS(=O)(=O)c1ccc(CCC(=O)NCc2ccc3c(c2)OCO3)cc1
  6.6	-0.1	3.7	-3.0	0.9	-3.8	-8.7	13.3	14.1	-6.1	-4.5
> CC(=C\C(=O)O)/C(=C/c1ccccc1)C(=O)O
  7.3	0.2	-7.0	0.5	-10.8	-3.3	-6.5	/	-6.9	-1.9	6.2
> COC(=O)c1ccc(CN2CCC(Oc3ccc(C(=O)N4CCCCC4)cc3)CC2)cc1
  1.3	-1.3	3.3	-1.0	0.3	-1.2	-14.6	1.8	25.2	3.4	-1.0
> CN(C)c1ccnc2c[cH-]cc12.[Fe].c1ccc(-[c-]2[c-](-c3ccccc3)[c-](-c3ccccc3)[c-](-c3ccccc3)[c-]2-c2ccccc2)cc1 (configuration not stated)
  9.0&-2.3	0.6&4.8	4.7&-2.2	-1.0&-0.3	-5.1&5.9	1.4&2.8	-1.4&-11.5	-9.5&51.0	-6.8&-39.7	/	4.8&-0.1
> COc1cc(NC(=S)Nc2cccnc2)cc(OC)c1OC
  -2.0	1.2	4.5	2.6	3.0	-3.5	-0.8	19.3	2.5	-0.9	1.1
> CCOC(=O)CN1NC2(CCCC(C)C2)NC1=S (configuration not stated)
  7.0	1.0	3.3	-0.7	-18.6	-3.5	-11.2	/	-21.8	1.3	-5.4
> CC(=O)Nc1ccc(Nc2ncc([N+](=O)[O-])c(Nc3ccc(NC(C)=O)cc3)n2)cc1
  4.0	3.0	0.1	-1.7	-0.3	-1.0	1.1	-7.2	/	-1.8	2.4
> COc1ccc(-c2nnc(SCC(=O)NC(C)C)n2CC2CCCO2)cc1OC (configuration not stated)
  2.4	1.4	-5.2	-0.3	0.4	1.2	-5.9	-26.6	-1.9	/	3.6

The closing 3 compounds of the section above lead into the next:
Values in the order: cardiac RTF act	C-LANA FP	Rtt109 HAT inh	CDK5 p35 inh	Cardiac RTF inh	Keap1 Nrf2 FP	PvdQ acylase	PfHsp90 yeast 2	SUMO Mot1 rescue	NSD2 HMT inh	dFosB activator
> CCOC(=O)CN1NC2(CCCC(C)C2)NC1=S (configuration not stated)
  7.0	1.0	3.3	-0.7	-18.6	-3.5	-11.2	/	-21.8	1.3	-5.4
> CC(=O)Nc1ccc(Nc2ncc([N+](=O)[O-])c(Nc3ccc(NC(C)=O)cc3)n2)cc1
  4.0	3.0	0.1	-1.7	-0.3	-1.0	1.1	-7.2	/	-1.8	2.4
> COc1ccc(-c2nnc(SCC(=O)NC(C)C)n2CC2CCCO2)cc1OC (configuration not stated)
  2.4	1.4	-5.2	-0.3	0.4	1.2	-5.9	-26.6	-1.9	/	3.6
> Cc1cc(C)n(CC(=O)NNC(=O)CC(C)c2ccccc2)n1 (configuration not stated)
  0.6	73.3*	16.6	-0.4	-3.2	0.8	9.4	-7.1	6.2	-2.5	-6.2
> CCCc1nc(SCC(=O)N2CCCC2)c2c(=O)n(C)c(=O)n(C)c2n1
  -3.5	0.2	22.2	2.4	2.0	-3.2	4.1	0.7	210.3	1.7	-10.9
> O=S(=O)(N1CCOCC1)n1c(Cc2ccccc2)nc2ccccc21
  2.3	-1.3	3.1	0.3	-13.9	0.2	-9.2	-16.7	-20.9	-7.3	-12.2
> CC(C)[C@H](CO)N(Cc1cccc(F)c1)c1nc(Nc2cccc(Cl)c2)c2ncn(C(C)C)c2n1
  2.0	0.1	-6.0	11.0	-5.8	-0.9	-18.5	7.7	2.6	/	-8.9
> COc1ccc(Cl)cc1NC(=S)NCc1ccc(S(N)(=O)=O)cc1
  -2.5	1.1	9.0	-1.4	4.2	-2.8	-13.2	-29.3	8.0	3.2	-2.0
> O=C(Nc1ncc(Cc2ccc(Cl)cc2Cl)s1)c1ccc([N+](=O)[O-])cc1
  2.7	1.8	3.0	-1.0	-23.8	-0.8	-6.1	-1.0	-13.6	-5.3	-1.8
> COc1ccc(NC(=O)/C(=C\c2ccccc2)NC(=O)c2ccco2)cc1
  -6.2	1.3	-5.4	-0.4	-10.3	0.5	3.3	-0.1	-18.4	-2.9	-5.5
> Cc1ccc(S(=O)(=O)N(C)C)cc1NC(=S)NC(=O)C12CC3CC(CC(C3)C1)C2
  -0.7	0.9	-4.0	-1.0	7.9	-4.5	-10.2	-20.2	1.8	0.2	-12.4
> CCN(CC)CCn1c2c(c(SCC(=O)Nc3ccc(C)c(F)c3)nc1=O)CCCC2
  -2.5	/	/	0.5	-0.6	/	-2.5	1.4	12.9	7.0	2.3
> Cc1cccc(NC(=S)NCCSc2ccc(Cl)cc2)c1
  0.9	0.8	6.4	0.3	-3.0	-2.4	1.4	22.3	15.7	-1.7	-15.1
> CC(Sc1nnc2ccccn12)C(=O)Nc1ccc2c(c1)OCO2 (configuration not stated)
  -2.8	-0.2	14.5	0.5	-4.0	-1.5	9.1	-2.9	-11.2	3.5	-1.7
> O=[N+]([O-])c1ccc(NS(=O)(=O)c2ccccc2)c(Cl)c1
  -1.8	0.1	-7.4	-0.6	-6.1	-1.0	-9.1	-12.0	/	-0.5	-0.1
> COc1cc(CC(=O)OCC(=O)NCc2ccco2)cc(OC)c1OC
  8.6	3.0	-3.9	0.1	-3.6	-5.4	-15.3	-36.4	8.5	0.4	1.5
> Cc1ccc(C(=O)NCC(=O)OCC(=O)c2ccc(Br)s2)cc1
  -2.2	-0.6	2.9	1.4	-3.5	-3.1	-2.4	/	-8.7	-7.4	-7.2
> CCCOc1cccc(C(=O)O)c1
  2.6	-0.6	-4.4	-0.6	-10.5	-5.1	-12.4	18.8	-10.8	-1.2	3.5
> Fc1ccc(/C=N/N2CCOCC2)c(F)c1
  -0.1	-1.5	2.8	0.9	4.6	-2.4	3.6	-16.1	10.1	-4.7	-3.6
> CCCC(=O)Nc1c2c(nn1-c1ccc(C)cc1)CS(=O)(=O)C2
  -2.4	-2.0	-0.5	0.3	1.1	6.9	7.8	7.1	-5.1	0.8	-0.6
> CCOC(=O)c1ccccc1NC(=O)COC(=O)CN1C(=O)NC2(CCCC2)C1=O
  -6.3	0.3	0.6	0.3	-0.9	-0.5	-1.3	-26.0	-24.3	4.0	0.4
> Cn1c(=N)c(S(=O)(=O)c2ccccc2)cc2c(=O)n3ccccc3nc21
  2.7	-1.0	-126.8	-0.3	0.8	-2.1	-15.3	2.8	311.0*	1.2	-5.1
> COc1ccc(C2C3=C(CC(C)(C)CC3=O)Nc3c2c(=O)[nH]c2nc(C)nn32)cc1 (configuration not stated)
  -0.4	1.4	/	-1.4	-1.0	-1.0	-7.5	/	-9.1	1.0	-6.0
> O=C(NC1CC2CCCC(C1)N2C(=S)Nc1ccc(Cl)cc1)C1CC1 (configuration not stated)
  -5.6	1.1	-6.5	0.2	-2.0	-4.5	-11.2	15.2	2.8	11.7	-1.9
> Cn1c2c(c(=O)[nH]c1=O)C(c1ccc(O)cc1)C1=C(N2)c2ccccc2C1=O (configuration not stated)
  /	-0.7	0.7	1.4	/	-0.8	3.5	2.0	5.2	-0.5	-31.1
> O=[N+]([O-])c1cccc(CP(=O)(c2ccccc2)c2ccccc2)c1
  2.6	-1.7	2.3	0.1	-7.6	0.5	-17.0	-3.2	5.7	-1.8	-1.8
> NCCCC[C@H]1CN=C(N)N1CC1CCCCC1
  -3.4	1.4	-11.7	-0.2	-11.6	-7.1	-8.7	-1.0	-10.7	/	4.9
> CCOc1ccc(-c2ccc3nnc(SCC(=O)NCC4CCCO4)n3n2)cc1 (configuration not stated)
  6.7	-1.1	0.1	-2.0	-5.0	-4.4	-11.3	8.0	-4.8	-1.7	-22.0
> Cc1c(C(=O)Nc2ccc3nc(N4CCOCC4)sc3c2)oc2ccccc12
  -2.5	0.1	9.5	-0.8	-1.6	0.8	10.9	0.8	11.9	-2.6	-1.8
> COC(=O)c1onc(C(=O)c2ccccc2)c1C(=O)OC
  4.8	0.4	-17.9	-1.6	-2.2	-0.5	-8.3	-39.9	-13.5	-0.8	-9.1
> COc1ccc(/C(C#N)=C/c2cccnc2)cc1
  1.2	2.9	-0.9	2.4	-5.2	-2.5	73.8*	-0.7	/	-3.3	-21.4
> CC(=O)c1ccc(OCC(=O)N2CCN(S(=O)(=O)c3ccc(C)cc3C)CC2)cc1
  -3.0	-0.7	17.5	-2.0	2.0	0.4	-18.5	2.1	3.3	-3.5	-7.2
> Cc1c(Cl)ccc(S(=O)(=O)NCCCn2ccnc2)c1Cl
  8.7	0.3	-1.7	-0.2	-4.4	-3.6	-4.8	-10.2	-27.7	1.0	-10.9
> O=C(CSc1ccc(Cl)cc1)N/N=C/c1cccnc1
  -3.4	0.9	-5.9	-0.5	7.1	-5.7	-7.4	-15.7	100.7	0.6	-10.3
> CC(=O)N1CCN(C(=O)CCc2nnc(CCCCc3ccccc3)o2)CC1
  2.5	0.2	-0.8	-0.3	-2.2	2.5	-4.3	-2.8	-5.0	-1.0	1.1
> Cc1cccc(-n2c(C)nc3cc(C(=O)N4CCOCC4)ccc32)c1
  1.4	-1.9	-2.1	-1.8	-9.5	-2.2	-12.0	3.8	-1.8	1.3	-3.1

Bioassay records from PubChem BioAssay.
